# Screening results from PubChem.
# MEKK2mut PB1 HTS: signal of MEK5 binding to mutant human MEKK2 PB1 domain. bead flow cytometry, Alexa488-MEK5 binding to MEKK2 mutant. percent response, % at 10 µM. 290,000 tested, 0.35% active. AID 1530; in the data active = percent response above about 24%, passing the limit was not always enough; note: inactives centre near 1; some results filed as inactive read as strong as hits; reference of the scale not given here
# SUMO HTRF inh: SUMOylation inhibition | HTRF SUMOylation assay, SAE1/SAE2 + UBC9, in vitro | 290,000 tested, 0.36% active | P63279 | inhibition, % at 35 µM; in the data active = inhibition above about 50%, passing the limit was not always enough; note: strong numbers were not always called active
# M18AAP inhibitor: PfM18AAP enzyme inhibition. recombinant PfM18AAP, H-Glu-NHMec fluorogenic cleavage. inhibition, % at 7.35 µM. 290,000 tested, 1.2% active. AID 1822;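 active = inhibition above the campaign mean inhibition over all tested compounds plus 3 SD, cut at about 28% in these data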;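 note: 0% = plate median of test compound wells and 100% = 2 mM ZnCl2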
# pCIP destab: lowers stability of the mouse p/CIP coactivator protein. decrease of EGFP signal, % at 10 µM. AID 1984. Q05BA5. F442A p/CIP-EGFP cells, EGFP fluorescence, 16 h. 290,000 tested, 0.01% active;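 active = EGFP signal decrease of at least 30% at 10 µM or well 3 SD below plate mean, unless failing retest; inactive = the rest, including hits failing retest or dose response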; note: some compounds called inactive have numbers as strong as hits; many of its hits are not listed in these tables
# IDE cell inh: inhibits human insulin-degrading enzyme in HEK cells; P14735; FAbetaB cleavage, fluorescence polarization; 320,000 tested, 0.41% active; inhibition, % at 5.59 µM;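 active = percent inhibition above the average of all tested compounds plus 3 SD, set per screening campaign, cut at about 16% in these data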;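 note: IDE supplied by intact live HEK cells; FP after avidin binding of uncleaved biotin substrate so inhibition keeps polarization high; 0% = DMSO wells and 100% = 60 µM reference IDE inhibitor Ii1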
# Target sequence (P14735 whole entry, looked up): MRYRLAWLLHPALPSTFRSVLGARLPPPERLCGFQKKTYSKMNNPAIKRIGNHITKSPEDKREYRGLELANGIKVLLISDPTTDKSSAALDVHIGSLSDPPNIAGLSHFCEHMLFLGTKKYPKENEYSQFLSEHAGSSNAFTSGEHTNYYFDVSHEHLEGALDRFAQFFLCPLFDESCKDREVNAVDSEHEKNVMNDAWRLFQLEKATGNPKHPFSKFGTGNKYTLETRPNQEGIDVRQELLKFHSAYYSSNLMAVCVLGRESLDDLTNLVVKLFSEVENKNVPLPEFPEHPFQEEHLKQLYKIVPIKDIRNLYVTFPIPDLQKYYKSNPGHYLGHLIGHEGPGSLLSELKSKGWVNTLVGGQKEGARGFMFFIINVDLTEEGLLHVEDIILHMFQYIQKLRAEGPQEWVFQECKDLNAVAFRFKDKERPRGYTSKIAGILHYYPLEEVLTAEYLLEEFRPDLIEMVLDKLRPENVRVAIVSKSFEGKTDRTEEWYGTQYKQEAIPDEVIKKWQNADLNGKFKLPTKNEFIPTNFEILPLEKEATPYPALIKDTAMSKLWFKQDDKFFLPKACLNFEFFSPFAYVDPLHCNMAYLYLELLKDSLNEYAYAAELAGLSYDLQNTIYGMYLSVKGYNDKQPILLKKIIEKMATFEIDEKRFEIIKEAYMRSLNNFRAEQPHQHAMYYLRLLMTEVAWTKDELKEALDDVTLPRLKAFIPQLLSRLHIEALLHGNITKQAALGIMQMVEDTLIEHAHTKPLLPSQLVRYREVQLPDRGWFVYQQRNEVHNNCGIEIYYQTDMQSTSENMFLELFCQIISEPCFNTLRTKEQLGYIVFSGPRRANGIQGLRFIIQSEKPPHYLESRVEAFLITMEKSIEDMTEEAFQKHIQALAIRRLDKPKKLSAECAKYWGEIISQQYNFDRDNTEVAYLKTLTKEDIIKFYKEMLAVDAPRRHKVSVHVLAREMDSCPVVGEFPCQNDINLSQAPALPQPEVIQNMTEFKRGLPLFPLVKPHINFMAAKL
# IDE act: boosts human insulin-degrading enzyme activity in HEK cells; P14735; FAbeta-B cleavage, fluorescence polarization; 0% vehicle, 100% cell-free pure enzyme wells; activation, % at 5.96 µM; 340,000 tested, 0.073% active; AID 493087;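 active = activation above the mean of all tested compounds plus 3 SD, set per screening campaign, cut at about 17% in these data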
# MEKK2 WT-MEK5: raises or lowers MEK5 binding to wildtype human MEKK2 PB1 domain. bead flow cytometry, Alexa488-MEK5 binding to MEKK2 WT; actives lie on both sides. 290,000 tested, 1.1% active. Q9Y2U5. AID 1531. binding response (% of control), % at 10 µM; in the data active = binding response below about 67% or above about 130%
# NALP1 yeast inh: NALP1 inhibition. S. cerevisiae NALP1/ASC/caspase-1 growth, X-gal OD620, 72 h. 280,000 tested, 0.61% active. inhibition, % at 10 µM; in the data active = inhibition mostly above about 24%, no sharp cut-off; inactive = mostly below about 32%; note: some compounds called inactive have numbers as strong as hits
# MEKK3 PB1 HTS: raises or lowers MEK5 binding to the human MEKK3 PB1 domain | 290,000 tested, 1.4% active | AID 1529 | binding response (% of control), % at 10 µM | Q99759 | bead-based flow cytometry, Alexa488-MEK5 binding to MEKK3; actives lie on both sides; 0 = blocked by unlabeled MEK5, 100 = vehicle;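 active = binding response more than 3 SD above or below the average of its plate-row segment, actives on both sides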;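 note: Alexa488 bead fluorescence after subtracting the streptavidin-only scavenger bead signal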
# * marks the source's active call; other numbers are inactive results; . = not tested or not shown; & = joins results of further samples; [ ] = another dose, or the depositor's remark. Only part of the results is shown, so the mix of outcomes need not match the whole.
SMILES,MEKK2mut PB1 HTS,SUMO HTRF inh,M18AAP inhibitor,pCIP destab,IDE cell inh,IDE act,MEKK2 WT-MEK5,NALP1 yeast inh,MEKK3 PB1 HTS
CCn1ccc(C(=O)NCc2ccc3c(c2)OCO3)n1,7,13,-8,-5,0,1,109,0,103
Cc1cc(C)n2c(SCc3ccccc3Cl)nnc2n1,3,12,-12,-4,3,-1,107,-11,103
CC(=O)Nc1ccc(C(=O)N2CCc3cc4c(cc3C2C)OCCCO4)cc1 (stereo not drawn),0,9,3,2,3,-1,102,23,103
COc1cc(/C=C2\NC(=S)N(C)C2=O)ccc1OCc1ccccc1F,3,11,4,-6,-8,2,92,-14,100
Nc1nonc1-n1nnc(C(=O)N/N=C/c2ccccn2)c1CNc1ccccc1,0,-7,11,-6,1,1,95,-18,97
CC(=O)OC1CC[C@@]2(C)C(CCC3C2CC(=O)[C@@]2(C)C3CC3CC(C)=CC(=O)C32)C1 (stereo partly drawn),3,-7,-2,-2,.,-1,98,11,99
COc1ccccc1NC(=O)NCCCl,-3,8,3,-6,2,2,1.0*[inhibitor],4,5.0*[inhibitor]
Cc1ccc2cc(CCNC(=O)c3ccc4c(c3)OCO4)c(=O)[nH]c2c1C,1,-1,1,-5,0,-1,105,29,101
Cc1ccc(S(=O)(=O)c2cnc(-c3ccccc3)nc2N2CCCCC2)cc1,2,3,-1,-14,1,3,101,10,102
CN(C)c1ccc(CNCCC(Cc2ccccc2)c2ccco2)cc1 (stereo not drawn),9,2,4,-12,4,5,115,.,96
CCOc1ccc(C2NC(=O)CCC2[N+](=O)[O-])cc1 (stereo not drawn),1,2,-1,-5,5,-4,102,6,101
CNc1nc(SCC(=O)Nc2ccccc2)nc(N2CCOCC2)n1,2,23,-11,-1,-2,-3,102,1,102
CCOc1ccc(C(=O)Nc2nc3ccccc3[nH]2)cc1OCC,0,18,3,7,-2,2,98,-2,98
CSc1nc(SCCO)c2sc3nc(-c4ccco4)c4c(c3c2n1)CC(C)(C)OC4,.,39,-1,-13,.,-1,.,9,.
C/C(N)=C(/C#N)C(=O)COC(=O)COc1ccc(Cl)cc1C,-3,12,2,7,2,2,96,7,99
O=C(CS(=O)CC(=O)N(CC(=O)NC1CCCC1)C1CCCC1)Nc1ccc(F)cc1 (stereo not drawn),-7,27,-8,2,-3,6,99,18,87
Cc1ccccc1-n1c(SCc2c(C)noc2C)nnc1-c1ccncc1,-2,26,-2,2,6,4,100,11,101
Cc1sc2ncnc(NCC(c3ccccc3)N(C)C)c2c1C (stereo not drawn),-2,-8,4,-4,3,1,100,8,100
CCc1nnc(NS(=O)(=O)c2ccc(NC(=O)c3ccco3)cc2)s1,8,15,1,9,2,9,105,10,102
COc1ccccc1C(=O)NCCNC(=O)c1ccco1,3,3,-10,-4,-1,5,106,7,103
Clc1cccc(CSc2nccn2-c2ccccc2)c1,16,-22,4,0,4,3,108,16,106
O=C(c1ccc([N+](=O)[O-])cc1)N1CCCC1,-3,16,-4,-5,4,2,98,8,99
O=C(NCCCO)C(=O)NCc1ccncc1,0,0,-11,17,4,1,99,5,100
c1ccc(Oc2cccc(OCCCCSc3ncccn3)c2)cc1,-2,12,-11,-2,8,-1,102,-20,104
CCOC(=O)N1CCN(C(=O)CSc2nc3c([nH]c4ccccc43)c(=O)n2CC)CC1,9,11,-6,-12,0,3,107,8,103
COC(=O)c1ccc(OC(=O)c2cnccn2)cc1,-4,-3,5,6,-3,4,103,16,100
CN(Cc1ccccc1)c1nc2c(c(=O)[nH]c(=O)n2C)n1C,5,-3,-9,0,4,5,97,-106,97
CCOC(=O)Cc1cc(C)[nH]c1C(=O)OCC,8,8,0,-1,1,3,108,.,105
O=C(COc1ccc(-n2cnnn2)cc1)N1CCN(c2ccc(F)cc2)CC1,1,17,-10,-2,1,-4,106,12,111
OC(COc1cccc(OCC(O)CN2CCOCC2)c1)CN1CCOCC1 (stereo not drawn),-2&6,2&19,10&-4,0&-10,1&-2,6&2,104&106,12&0,103&106
COC(=O)c1cc(S(=O)(=O)NCC2CCN(Cc3cc(C)ccc3C)CC2)cn1C,5,12,-7,-8,6,1,121,34,104
Cc1nc(N2CCN(S(=O)(=O)c3cccc4nonc34)CC2)c2c3c(sc2n1)CCCC3,3,-12,-6,0,2,6,101,6,105
Cc1cc(N)n(-c2nc3ccccc3s2)n1,0,-8,-5,-16,1,-1,108,-2,113
C=CCn1c(C)cc(-c2csc(NCC)n2)c1C,.,9,0,-6,-2,-2,.,-6,.
CNC(=O)c1cc2ncc(C(F)(F)F)cc2s1,-6,8,-8,-2,-2,7,90,-5,96
O=C(O)C1=C[C@H](c2ccc(C(F)(F)F)cc2)C[C@H](OCCCCO)O1,-5,.,.,.,2,0,89,.,84
CCOC(=O)N1CCN(C(=O)c2ccc3c(c2)NC(=O)/C(=C\c2cccc(C)c2)S3)CC1,0,-4,1,-16,14,-6,101,5,100
CCOCCCNC(=O)c1ccc(CS(=O)(=O)Cc2ccc(C)cc2)o1,5,9,3,-17,5,-5,103,3,99
COc1ccc2oc(C(=O)OCC(=O)c3ccc4c(c3)OCCO4)c(C)c2c1,-11,-10,-1,4,-1,-2,82,13,84
N#Cc1nc(-c2ccccc2Cl)oc1NCC1CCCO1 (stereo not drawn),8,4,17,-15,1,2,104,-18,108
C=CCNc1nc(-c2ccccn2)nnc1-c1ccccc1,6,7,10,-12,-1,4,110,10,106
COc1cc(S(=O)(=O)N2CCCC3(CCCCC3)C2)ccc1-n1cnnn1,-13,-9,-12,-4,-8,-1,88,-26,88
CC(=O)N1CCC(=NNc2ncc(C(F)(F)F)cc2Cl)CC1,-6,-2,33*,-1,9,-2,94,6,98
Cc1cccnc1NC(=O)c1c(O)c2ccccc2n(C)c1=O,6,20,-3,8,7,2,108,9,106
Cc1cccc(Cn2c(CN3CCN(Cc4ccccc4)CC3)nc3c2c(=O)[nH]c(=O)n3C)c1,10,-12,-9,2,4,-3,114,.,113
CCC(c1nnnn1Cc1ccccc1)N(Cc1cc2cc(OC)ccc2[nH]c1=O)CC1CCCO1 (stereo not drawn),5,8,7,0,1,2,103,.,101
CCc1ccc(-n2cc(-c3ccc([N+](=O)[O-])cc3)[nH]c2=S)cc1,13,5,9,-9,2,-5,113,-4,104
N#Cc1c(/N=C/N2CCCC2)oc(-c2ccccc2)c1-c1ccccc1,9,-13,1,-14,2,1,109,.,107
N/C(=N\OS(=O)(=O)c1ccc(Br)cc1)c1ccncc1,-25,-8,4,-13,3,4,66,12,59
CCCC(C(=O)Nc1cc(S(=O)(=O)N2CCOCC2)ccc1OC)c1ccccc1 (stereo not drawn),0,-6,-1,15,4,5,96,0,103
Cc1ccc(CCN2C(=O)CCC2(C)C(=O)NCc2cccnc2)cc1 (stereo not drawn),-8,-3,2,5,1,8,91,12,86
CCN(CC)S(=O)(=O)c1ccc(S(=O)(=O)N(Cc2ccccn2)Cc2ccco2)cc1,0,-11,-1,7,2,5,103,.,101
Cc1cc(S(=O)(=O)n2cnc3ccccc32)c(C)cc1Cl,-4,1,4,-24,3,4,100,-54,98
Cc1ccc(-n2cccc2/C=C2/NC(=O)N(CC(=O)Nc3cccc(C)c3)C2=O)cc1,-4,-3,-2,-7,-2,3,97,22,90
Cc1ccc(NC(=O)CSc2ccccc2NC(=O)c2cccc(Cl)c2)cc1Cl,0,4,-8,3,3,0,103,18,126
Cc1ccc2cc(CN(CC3CCCO3)C(=S)Nc3ccccc3)c(=O)[nH]c2c1 (stereo not drawn),-3,-11,2,10,-1,1,89,-4,95
CCOc1ccccc1N/C(=N/c1nc(C)cc(C)n1)NC(=O)Nc1ccc(Cl)c(Cl)c1,-1,10,-7,0,0,.,94,25,72*[inhibitor]
CCCn1c(SCC(=O)c2ccc3c(c2)OCCO3)nc2c1c(=O)n(C)c(=O)n2C,4,-12,0,-29,.,-2,104,6,104
O=C(Nc1cccc(F)c1)N(Cc1ccc(Cl)cc1)CC(O)C(F)(F)F (stereo not drawn),0,-16,-6,-22,0,-3,99,30,106
CCc1ccccc1NC(=S)N(CCN1CCOCC1)C1CCN(C(C)=O)CC1,-4,10,0,-7,4,7,96,0,94

# Results in IDE cell inh, MEKK2 WT-MEK5 and SUMO HTRF inh, for 2 of the compounds above:
Compound | IDE cell inh | MEKK2 WT-MEK5 | SUMO HTRF inh
N#Cc1c(/N=C/N2CCCC2)oc(-c2ccccc2)c1-c1ccccc1 | 2 | 109 | -13
CCc1ccc(-n2cc(-c3ccc([N+](=O)[O-])cc3)[nH]c2=S)cc1 | 2 | 113 | 5

# Later entries.
SMILES,MEKK2mut PB1 HTS,SUMO HTRF inh,M18AAP inhibitor,pCIP destab,IDE cell inh,IDE act,MEKK2 WT-MEK5,NALP1 yeast inh,MEKK3 PB1 HTS
CCP(=O)(c1ccccc1)C(C)(C)O (stereo not drawn),5,2,0,-4,1,4,100,11,100
C=CCc1cc(Cl)ccc1OCCNCCOC,11,4,10,3,-3,4,107,27,103
O=[N+]([O-])c1ccc2c(OCc3nnc(-c4ccccc4Br)o3)ncnc2c1,2,-6,3,-6,4,1,101,-7,103
Cc1cc(C)c2cc(C(O)c3nnnn3Cc3ccccc3)c(=O)[nH]c2c1 (stereo not drawn),.,24,10,-8,7,-3,.,23,.
COc1ccc(-c2cc(C(=O)N3CCc4ccccc4C3)no2)cc1,2,-22,-1,1,5,3,101,-9,102
NNC(=O)c1nnn(-c2nonc2N)c1-c1cccs1,4,-23,-4,-6,4,3,110,-4,115
CCCCCOC(=O)Cn1c(N2CCOCC2)nc2c1c(=O)[nH]c(=O)n2C,9,9,-1,2,4,3,101,22,101
CCC(C)NC(=S)N1CCN(C)CC1 (stereo not drawn),0,2,2,10,7,.,97,23,101
CCOC(=O)CSc1snnc1C,5,.,-5,.,-3,4,106,.,105
COCCSc1ccccc1C(=O)Nc1ccccc1C#N,1,-1,-6,-1,-4,0,102,6,100
Cc1cc(-c2csc(N)n2)c(C)n1Cc1ccco1,-6,76,13,-4,1,2,93,2,95
CCOc1ccc(/C(O)=C2\C(=O)C(=O)N(CCOCCO)C2c2ccccc2OC)cc1 (stereo not drawn),5,13,8,-4,3,8,101,8,103
COc1ccc(C2Nc3ccccc3C(=O)N2NC(C)=O)c(OC)c1 (stereo not drawn),5,28,-1,0,-6,0,106,12,104
COc1ccc2nc(N3CCCC(C(=O)NCCc4ccc(OC)c(OC)c4)C3)sc2c1 (stereo not drawn),3,-7,2,2,-5,1,104,-3,103
O=C1CCCc2c1cnc1ncnn21,4,-7,19,15,0,0,102,22,102
Clc1nc2ccccc2cc1-c1nnn(-c2ccccc2Br)n1,-1,.,.,.,6,1,97,.,98
Nc1ccc2c(c1)CCC2=O,4,.,-3,.,1,10,105,.,102
Fc1ccc(-c2n[nH]c(=S)n2/N=C/c2c[nH]c3ccccc23)cc1,18,30,10,-3,12,-10,105,-10,105
COC(=O)c1sc(SC)nc1N,19,10,0,-4,3,.,110,.,119
Cc1ccc(-c2cc(Cc3ccccc3)c(=O)[nH]n2)cc1,0,22,0,-9,2,.,92,.,98

# Molecules listed so far that contain a cyano group (four):
SMILES,MEKK2mut PB1 HTS,SUMO HTRF inh,M18AAP inhibitor,pCIP destab,IDE cell inh,IDE act,MEKK2 WT-MEK5,NALP1 yeast inh,MEKK3 PB1 HTS
C/C(N)=C(/C#N)C(=O)COC(=O)COc1ccc(Cl)cc1C,-3,12,2,7,2,2,96,7,99
N#Cc1nc(-c2ccccc2Cl)oc1NCC1CCCO1 (stereo not drawn),8,4,17,-15,1,2,104,-18,108
N#Cc1c(/N=C/N2CCCC2)oc(-c2ccccc2)c1-c1ccccc1,9,-13,1,-14,2,1,109,.,107
COCCSc1ccccc1C(=O)Nc1ccccc1C#N,1,-1,-6,-1,-4,0,102,6,100
